# Lmaj promast = reduces viability of Leishmania major promastigotes. resazurin fluorescence viability. inhibition, % at 10 µM. actives 9% (n = 200,000). AID 1063; in the data active = inhibition above about 50%;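 note: promastigotes grown with compound for 44 hours at 28 °C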
# RAM inhibit = inhibitors of the yeast RAM network | S. cerevisiae dse1pr::URA3 reporter, 5-FOA growth OD615, 2 d; analog-sensitive cbk1-as2 kinase mutant strain | inhibition, % at 50 µM | actives 1.8% (n = 190,000) | AID 868;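 active = inhibition above a set limit, 3 SD over mean compound inhibition, cut at about 8.4% in these data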;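 note: 0% = DMSO-only wells with no growth and 100% = 10 µM 1-NA-PP1 full growth; inhibition rescues growth on 5-FOA so higher OD means more RAM inhibition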
# TNAP inh noacc = blocks human TNAP activity with no phosphate acceptor present | P05186 | purified TNAP, CDP-star luminescence, 30 min | inhibition, % at 20 µM | actives 0.26% (n = 200,000);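 active = tissue-nonspecific alkaline phosphatase inhibition above about 50% at 20 µM in the single-dose screen, limit read from the data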;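 note: 0% = DMSO negative control and 100% = EDTA positive control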
# Target sequence (P05186 whole entry, looked up): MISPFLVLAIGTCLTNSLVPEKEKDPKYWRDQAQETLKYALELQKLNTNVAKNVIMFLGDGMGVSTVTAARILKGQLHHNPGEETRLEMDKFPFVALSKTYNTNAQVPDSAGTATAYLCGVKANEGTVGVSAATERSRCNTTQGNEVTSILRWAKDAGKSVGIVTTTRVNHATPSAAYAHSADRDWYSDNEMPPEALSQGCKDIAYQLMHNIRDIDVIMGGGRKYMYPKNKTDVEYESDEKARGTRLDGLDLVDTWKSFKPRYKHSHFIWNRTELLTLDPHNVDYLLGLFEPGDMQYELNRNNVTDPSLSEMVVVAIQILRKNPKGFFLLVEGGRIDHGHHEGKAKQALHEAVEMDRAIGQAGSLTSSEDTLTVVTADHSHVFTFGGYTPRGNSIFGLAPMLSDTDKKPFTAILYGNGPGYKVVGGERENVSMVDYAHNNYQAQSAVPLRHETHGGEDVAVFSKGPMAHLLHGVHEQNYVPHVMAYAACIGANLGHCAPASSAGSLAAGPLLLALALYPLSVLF
# FLuc inh counter = counter-screen for luciferase assay inhibitors: firefly luciferase inhibition | P08659 | ATPLite firefly luciferase biochemical luminescence, 10 min | inhibition, % at 10 µM | actives 1.5% (n = 200,000) | AID 1006;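 active = inhibition above about 50% when tested at 10 µM, limit read from the data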
# Target sequence (P08659 whole entry, looked up): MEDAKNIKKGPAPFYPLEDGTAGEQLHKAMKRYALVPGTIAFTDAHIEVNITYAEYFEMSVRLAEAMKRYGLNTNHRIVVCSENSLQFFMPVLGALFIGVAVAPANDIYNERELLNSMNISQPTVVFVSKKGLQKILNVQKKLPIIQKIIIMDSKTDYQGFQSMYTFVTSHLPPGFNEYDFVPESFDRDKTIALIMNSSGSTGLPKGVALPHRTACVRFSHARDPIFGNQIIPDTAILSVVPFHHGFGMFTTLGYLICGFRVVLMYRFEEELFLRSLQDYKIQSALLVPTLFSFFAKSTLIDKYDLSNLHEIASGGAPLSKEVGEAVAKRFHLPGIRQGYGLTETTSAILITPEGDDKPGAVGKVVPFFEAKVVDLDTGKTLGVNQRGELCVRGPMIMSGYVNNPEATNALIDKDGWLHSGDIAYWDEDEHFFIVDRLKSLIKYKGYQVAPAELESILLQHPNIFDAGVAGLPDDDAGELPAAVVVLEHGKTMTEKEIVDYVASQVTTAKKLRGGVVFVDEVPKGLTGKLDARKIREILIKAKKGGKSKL
# APP 5UTR inh = APP translation inhibition; SH-SY5Y APP 5'UTR-luciferase reporter, luminescence; inhibition, % at 2 µM; actives 0.82% (n = 190,000); AID 1285;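 active = inhibition above a set limit, derived from the sample mean plus 3 SD, cut at about 45% in these data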; note: values of inactives mirror those of a sister screen read the other way
# FLuc act counter = affects firefly luciferase, flagging false hits in luciferase stimulation screens | activation factor at 10 µM | P08659 | ATPlite luciferase biochemical, luminescence, 10 min; 0 = ATP-free wells, 1 = DMSO control | 200,000 tested, under 10 active;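 active = luciferase activation factor, scaled between plate controls, of at least 2 with compound at 10 µM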
#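 System: cell-free luciferase reagent; medium: PBS as buffer for the ATP substrate; doses: test compounds dosed from 2 mM stocks in 100% DMSO; incubation: 10 min, room temperature; measured by: luminescence from luciferase reaction; read-out: luciferase activation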
# bIAP inh = intestinal alkaline phosphatase (bovine) inhibition. purified bovine IAP, CDP-star luminescence, 30 min. inhibition, % at 20 µM. 190,000 tested, under 10 active;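 active = over 50% inhibition of intestinal alkaline phosphatase at 20 µM in the single-dose screen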
#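 Assay system – bovine IAP enzyme · Quantity – bovine IAP at 1/65,000,000 final dilution · Detection – CDP-star luminescence signal · Times – 30 min reaction at room temperature · Also added – CDP-star substrate at 30 µM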
# TNAP act hiacc = activators of human TNAP at high phosphate acceptor concentration | activation factor at 20 µM | AID 1136 | P05186 | purified TNAP, CDP-star luminescence, 1 M DEA, 30 min; hits give high values; 0 = EDTA background, 1 = DMSO-only activity | 200,000 tested, under 10 active;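 active = activation factor at least 2 at 20 µM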
#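 Dosing: 20 µM single point. System: human TNAP. Amount: TNAP 1/800 final. Incubation: 30 min, room temperature. Read-out: TNAP activation factor scaled between EDTA and DMSO control wells. Signal: luminescence from CDP-star hydrolysis. Medium: 1 M DEA, pH 9.8, Mg2+, Zn2+. Control set: EDTA negative control, DMSO positive control.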
# TNAP inh hiacc = TNAP (human) inhibition, high acceptor; P05186; purified TNAP, CDP-star luminescence, 1 M DEA; inhibition, % at 20 µM; actives 0.03% (n = 200,000);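 active = over 50% inhibition of tissue-nonspecific alkaline phosphatase at 20 µM in the single-dose screen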;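 note: plate controls were DMSO wells for no effect and EDTA-quenched wells as full inhibition for full effect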
# bIAP act = intestinal alkaline phosphatase (bovine) activation. purified bovine IAP, CDP-star luminescence, 30 min; hits give high values; fold of DMSO-control signal, blank-subtracted. activation factor at 20 µM. actives 0.17% (n = 200,000);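 active = activation factor of 2 or more at 20 µM, a signal rise over negative controls twice the positive control's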
# * marks the source's active call; other numbers are inactive results; x = not tested or not shown.
SMILES,Lmaj promast,RAM inhibit,TNAP inh noacc,FLuc inh counter,APP 5UTR inh,FLuc act counter,bIAP inh,TNAP act hiacc,TNAP inh hiacc,bIAP act
COc1ccc(C(O)C(CN2CCOCC2)c2ccccc2)cc1 (stereo not given),89*,-0.6,-8,0,-3,1,1,1,0,1
COc1cccc(CNC(=O)C2CCN(S(=O)(=O)c3ccc(F)cc3)CC2)c1,-4,3.1,-9,-4,-3,1,6,1,0,0.9
CCC(CC)C(=O)Nc1cccc(S(=O)(=O)c2cccc(NC(=O)C(CC)CC)c2)c1,-2,2.5,-14,-4,16,1,10,1.1,-7,0.9
Cc1cc(C(=O)N/N=C/c2cc(Br)cc([N+](=O)[O-])c2O)c2ccccc2n1,-2,-0.8,15,-2,9,1,3,0.8,17,1
Cn1c(=O)c2c(nc(N3CCCCCC3)n2CC(=O)c2ccc(Br)cc2)n(C)c1=O,0,6.9,-10,-5,-10,1.1,3,1,-2,1
C#CCOC(=O)C[N+](C)(C)CC#Cc1ccccc1,1,0.1,-13,1,-4,1,-4,1,-2,1
CC1CCN(C(=S)Nc2ccc(F)cc2)CC1,-5,0.3,-9,-4,6,1,8,1,1,0.9
CCC(CO)NC(=O)c1ccc(-c2nn(C)c(=O)c3ccccc23)cc1 (stereo not given),-5,0.6,11,-8,-4,1.1,0,1.1,-6,1
CCn1c(SCC(N)=O)nnc1-c1ccc(S(=O)(=O)N2CCN(C)CC2)cc1,-5,1.0,-9,-1,0,1,-11,1,2,1.1
COc1ccccc1N=Cc1c(C)[nH]n(-c2ccc(C)cc2C)c1=O,7,0.5,-4,-3,-7,1,-18,1,-2,1.2
CCCC(=O)NC(C)c1nc2ccccc2n1CC (stereo not given),-5,0.7,-12,-5,17,1.1,6,1,-1,0.9
O=C1c2ccccc2C(=O)N1CCc1ccccn1,-7,0.3,-10,-1,-3,1,11,1,2,0.9
O=C(OCc1cnc(Cl)s1)c1ccccc1Cl,-5,2.8,-2,-5,-8,1,-1,1,-3,1
CCOc1ccc(-c2nnc3ccc(SCC(=O)N4CCCCC4)nn23)cc1,x,x,-14,-6,x,1.1,6,1,-4,0.9
COC(=O)C1CCN(C(=O)NC(C)(C)C)CC1,-1,0.1,-9,-10,-6,1.1,14,1.1,-6,0.9
Fc1ccc(-c2csc(=S)[nH]2)cc1,93*,-1.7,-3,2,-27,1,9,1,-2,0.9
Cc1ccc(NC(NC(=O)c2ccccn2)C(Cl)(Cl)Cl)cc1 (stereo not given),6,0.0,-5,0,-7,1,15,1,2,0.9
Cc1ccc(N(CC(N)=O)C2SC(=O)N(Cc3ccccc3)C2=O)cc1 (stereo not given),-7,9.4*,-13,-5,-13,1.1,5,1.1,-7,1
O=C(c1ccccc1)N1CCN(c2ccc(NCc3ccc4c(c3)OCO4)cc2)CC1,3,1.5,-7,1,8,1,6,1.1,-6,0.9
Cc1ccc(CN/C=C/C(=O)c2ccc(Br)cc2)cc1,-4,2.3,-4,1,-1,1,27,1,-2,0.7
CCCCc1c(C)nc(Nc2ccc(OC)cc2)[nH]c1=O,29,1.6,0,-1,-3,1,9,1,-2,0.9
COc1ccc(C(C)NC(=O)C2CCCO2)cc1OC (stereo not given),-5,0.7,-10,-19,5,1.2,8,1.1,-7,0.9
CCCN=C(C)c1c(-c2ccccc2)[nH]n(-c2nc3ccccc3s2)c1=O,4,3.3,-13,-2,-27,1,16,1.1,-6,0.8
C=CCc1cccc(OC)c1OCCOCCNCCO,2,-0.3,2,-10,-3,1.1,-1,1,-2,1
COC(=O)C1=C(C)N2C(=O)CSC2=NC1c1ccc2c(c1)OCO2 (stereo not given),x,x,-1,-5,x,1,-11,1,0,1.1

# A stretch from the list above, as a working copy:
SMILES,Lmaj promast,RAM inhibit,TNAP inh noacc,FLuc inh counter,APP 5UTR inh,FLuc act counter,bIAP inh,TNAP act hiacc,TNAP inh hiacc,bIAP act
COc1ccc(C(O)C(CN2CCOCC2)c2ccccc2)cc1 (stereo not given),89*,-0.6,-8,0,-3,1,1,1,0,1
COc1cccc(CNC(=O)C2CCN(S(=O)(=O)c3ccc(F)cc3)CC2)c1,-4,3.1,-9,-4,-3,1,6,1,0,0.9
CCC(CC)C(=O)Nc1cccc(S(=O)(=O)c2cccc(NC(=O)C(CC)CC)c2)c1,-2,2.5,-14,-4,16,1,10,1.1,-7,0.9
Cc1cc(C(=O)N/N=C/c2cc(Br)cc([N+](=O)[O-])c2O)c2ccccc2n1,-2,-0.8,15,-2,9,1,3,0.8,17,1
Cn1c(=O)c2c(nc(N3CCCCCC3)n2CC(=O)c2ccc(Br)cc2)n(C)c1=O,0,6.9,-10,-5,-10,1.1,3,1,-2,1
C#CCOC(=O)C[N+](C)(C)CC#Cc1ccccc1,1,0.1,-13,1,-4,1,-4,1,-2,1
CC1CCN(C(=S)Nc2ccc(F)cc2)CC1,-5,0.3,-9,-4,6,1,8,1,1,0.9
CCC(CO)NC(=O)c1ccc(-c2nn(C)c(=O)c3ccccc23)cc1 (stereo not given),-5,0.6,11,-8,-4,1.1,0,1.1,-6,1
CCn1c(SCC(N)=O)nnc1-c1ccc(S(=O)(=O)N2CCN(C)CC2)cc1,-5,1.0,-9,-1,0,1,-11,1,2,1.1
COc1ccccc1N=Cc1c(C)[nH]n(-c2ccc(C)cc2C)c1=O,7,0.5,-4,-3,-7,1,-18,1,-2,1.2

# (cont.)
SMILES,Lmaj promast,RAM inhibit,TNAP inh noacc,FLuc inh counter,APP 5UTR inh,FLuc act counter,bIAP inh,TNAP act hiacc,TNAP inh hiacc,bIAP act
CCSc1nc(N)c(C#N)c(-c2ccco2)c1C#N,10,4.3,-6,-7,10,1.1,-7,1,0,1.1
Cc1nnc(SCc2nc(N)nc(Nc3ccccc3)n2)s1,1,0.1,-10,2,-32,1,1,1,-3,1
C=CCC(C#Cc1ccccc1)N(C)C (stereo not given),3,1.2,9,-8,-21,1.1,7,1.1,-6,0.9
COc1ccc(-c2cc3ccccc3oc2=O)cc1NC(=S)NC(=O)c1ccc2c(c1)OCCO2,2,4.8,-5,4,-41,1,6,1,-2,0.9
COc1cc(CC(=O)NCc2ccccn2)cc(OC)c1OC,-5,1.6,-12,-5,-7,1,8,1.1,-7,0.9
COC(=O)C1=C(C)N(c2ccccc2)/C(=C/c2cccs2)C1=O,51*,2.5,5,-3,9,1,1,0.9,7,1
CC(C)(C)n1nc2c(c1NC(=O)COc1ccc(Cl)cc1)CSC2,-4,1.9,-7,0,-3,1,5,1,-3,0.9
COC(CNC(=O)CSCc1nc(-c2ccc(SC)cc2)oc1C)OC,-6,1.3,-10,2,2,1,1,1,-2,1
CC1CCN(C(=O)Cn2c(=O)n(Cc3ccc4c(c3)OCO4)c(=O)c3ccccc32)CC1,14,1.6,-4,0,1,1,6,1,1,0.9
CC(=O)c1cccc(NC(=O)C=C(C)C)c1,98*,0.9,-13,-4,-16,1,10,1.1,-6,0.9
CC(=O)/C=C\c1cn(-c2ncc(C(F)(F)F)cc2Cl)c2ccccc12,25,2.8,-14,-6,-18,1.1,16,1.1,-5,0.8
CCOc1nc(-c2ccc(Cl)cc2Cl)ccc1C#N,-6,7.4,-3,-4,1,1,23,1,-5,0.8
CC(NC(=O)c1ccc(CS(=O)(=O)c2cccc(C(F)(F)F)c2)o1)c1ccc2c(c1)OCCO2 (stereo not given),-1,-0.7,12,-9,8,1.1,9,1,0,0.9
CCN(CC)CCOc1ncnc2c1oc1ccccc12,45,0.6,1,-10,-18,1.1,-3,1.1,-7,1
OCc1ccccc1N=c1ssnc1Cl,-1,3.1,-16,-2,-16,1,13,1,-1,0.9
CSc1nc2ccccc2n1C(=O)Oc1ccccc1,-1,6.4,-9,-4,-2,1,14,1,-1,0.9
Cc1ccc2c(C)ccc(O)c2n1,-2,1.2,3,-5,-16,1.1,-5,1,-3,1.1
O=C(Cn1c(=O)c2sccc2n(Cc2ccc([N+](=O)[O-])cc2)c1=O)NCCc1ccccc1,12,2.0,-14,-5,13,1.1,7,1,-4,0.9
Cc1ccc(-c2cc(C(=O)N3CCCc4ccccc43)c3ccccc3n2)cc1,36,3.7,-3,20,6,0.8,9,1,-2,0.9
CCCCc1nc(NCc2ccccc2)c(C#N)c2c1CCCC2,41,8.7*,-8,-7,-8,1.1,-23,1.1,-7,1.2
O=C(CCl)Nc1ccc(N=Nc2ccccc2)cc1,100*,-0.7,-4,29,-31,0.7,9,1,2,0.9
Cn1c(SCc2cc([N+](=O)[O-])cc3c2OCOC3)nnc1-c1ccccn1,7,3.8,-6,-3,-2,1,-1,1,0,1
COc1ccccc1-n1nnnc1S(=O)(=O)Cc1ccc(Cl)cc1,x,5.8,-2,-12,x,1.1,11,1,-4,0.9
COc1ccc(NC(=O)c2cc(C(C)C)on2)cc1OC,-6,3.3,-6,5,-25,0.9,0,1,-4,1
Clc1ccccc1Cc1noc(CN2CCN3CCCC3C2)n1 (stereo not given),75*,1.6,-17,-10,-9,1.1,1,1.1,-9,1

# (cont.)
SMILES,Lmaj promast,RAM inhibit,TNAP inh noacc,FLuc inh counter,APP 5UTR inh,FLuc act counter,bIAP inh,TNAP act hiacc,TNAP inh hiacc,bIAP act
Cc1ccc(N=C2NC(=O)/C(=C\c3cccs3)S2)cc1C,8,5.9,-67,20,-20,0.8,37,1,-2,0.6
Cc1ccc2c(c1)C(O)(c1c(C)[nH]c3ccccc13)C(=O)N2 (stereo not given),2,3.0,-2,-4,7,1,0,1,1,1
CCCC(O)(CCC)C(=O)NNc1ccccc1,-4,-1.8,-8,0,1,1,1,1,-4,1
c1ccc2[nH]c(CSc3nc4ccccc4s3)nc2c1,20,-1.1,-6,28,-29,0.7,-8,1,3,1.1
COc1cccc(-c2nnc(SCC(=O)N3CCCC3=O)n2-c2ccccc2)c1,-5,1.5,0,-8,-2,1.1,-2,1,-4,1
N/C(=N\OC(=O)c1ccc2ccccc2c1)c1ccccn1,-3,1.0,-4,90*,-158,0.1,0,1,0,1
CCn1c(/C=N/NC(=O)c2ccc(OC)cc2)nc2ccccc21,22,0.1,20,9,11,0.9,8,1,-3,0.9
CC(C(=O)NCC1CCCCC1)N1CCN(S(=O)(=O)/C=C/c2ccccc2)CC1 (stereo not given),99*,-0.4,-20,-6,12,1.1,-29,1,-1,1.3
Nc1nc2n(n1)C(c1ccccc1)CC(c1ccc(F)cc1)N2 (stereo not given),-5,3.1,-9,-2,20,1,7,1,-3,0.9
Cc1cccc(NC(=O)c2nc[nH]c2C(=O)Nc2ccccc2[N+](=O)[O-])c1,57*,3.4,-19,-6,-2,1.1,13,1.1,-8,0.9
CCOC(=O)Cc1cc(=O)n(-c2nc3ccccc3s2)[nH]1,-7,2.9,-9,16,-9,0.8,-5,1,2,1

# Source: PubChem BioAssay

# The order is random; about 13% have a hit in one of these screens.
